Coupling enz = qHTS Assay for Inhibitors of Fructose-1,6-bisphosphate Aldolase from Giardia Lamblia: Coupling assay counterscreen; coupling enzyme system counterscreen, AmpLite Red fluorescence; activity change, negative = inhibition, % at 58.2 µM, hits read low; 0.67% of 290,000 active; AID 2472, 2010; in the data active = activity change below about -30%
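Counterscreen of the coupled detection system alone, without aldolase: glyceraldehyde-3-phosphate coupling enzymes plus AmpLite Red readout. Compounds at 57.5 uM final, 10 min RT preincubation, 20 min RT reaction, fluorescence 525/598 nm.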
* hit, by the source's call; & = joins results of further samples. % is set by controls: 0 for no effect and ±100 for the full control effect.

molecule,Coupling enz
CN1C[C@H](C(=O)N[C@]2(C)O[C@]3(O)[C@H]4CCCN4C(=O)[C@H](Cc4ccccc4)N3C2=O)C[C@H]2c3cccc4[nH]cc(c34)C[C@@H]21,1
COCC1C2CC[C@H]3C(OCc4ccc(F)cc4C(F)(F)F)OC[C@]4(C)[C@H]3C2=C(CN4C(=O)OC(C)(C)C)[C@H](C)C1COC (some centres undefined),-5
COc1ccc(C2CC(=O)Oc3c(C(CCN4CCCC(C)C4)c4cc(OC)c(OC)c(OC)c4)c(OC)cc(OC)c32)cc1 (centres undefined),1
CS(=O)(=O)N1CCC2(CC1)CN(Cc1cc(C(F)(F)F)cc(C(F)(F)F)c1)C2,2
COc1ccc2c3c1O[C@H]1C[C@H](O)C=C[C@@]31CCN(C)C2,2
NCCCCCCCCCCNCCCN,0
CCCC[C@@H]1CCCO[C@@](C(=O)NCCOC)(C(F)(F)F)C1,0
CC(C)=CCC/C(C)=C/CC/C(C)=C/CC/C(C)=C/CO,-2
COc1cccc(-c2nc(NC3CCNCC3)c3ccccc3n2)c1,-5
CCCCC/C=C\C/C=C\CCCCCCCCCC(=O)NC(C)C(=O)O (centres undefined),-1
FC(F)(F)c1ccccc1-c1cncnc1NCc1cccs1,-1
O=C(NCc1ccccn1)[C@]1(C(F)(F)F)C[C@H](CCc2ccccc2)CCCO1,0
CN1CCCC2(CCN(C(=O)c3cc(C(F)(F)F)cc(C(F)(F)F)c3)CC2)C1,1
COc1ccc(-c2nnc3n2N=C(c2ccc(OC)cc2OC)CS3)cc1,0
COC(=O)c1ccc(C(NC(=O)OCc2ccccc2)/C(=C/[C@@H](C)C(=O)NCc2ccc(C)o2)c2cccnc2)cc1 (some centres undefined),7
COc1ncc2nc(-c3ccccc3)c(=O)n(CCc3ccccc3)c2n1,0
CC(=O)Nc1c(N)[nH]c(=O)n(C)c1=O,1
COc1cc2c(cc1OC)C1C(=O)c3ccc4c(c3OC1CO2)C=CC(C)(C)O4 (centres undefined),-2
Cc1c(C2CCN(CCc3ccccc3)CC2)noc1-c1ccc(Cl)cc1,7
COc1cccc(-c2nccc(-n3ccnc3)n2)c1,4
COc1cccc(Cn2c(=O)c(-c3cccs3)nc3cnc(Nc4ccccc4)nc32)c1,4
Cc1cccc(CNc2cc(-c3c(C)noc3C)ncn2)c1,4
COC(=O)C1=C(C)[C@@H](O)[C@@H](C)[C@](C)(c2cc(OC)c(C)c(OC)c2COc2ccccc2)O1,1
O=c1c(-c2ccccc2)nc2cnc(N3CCNCC3)nc2n1Cc1ccc(F)cc1,2
O=C(NCc1ccco1)O[C@@H]1C(=O)c2cc(Br)ccc2O[C@H]1c1ccc2c(c1)OCO2,0
COCCn1c(=O)c(CCc2ccccc2)nc2cnc(N(C)C)nc21,2
COc1cccc(Cn2c(=O)cnc3cnc(OC)nc32)c1,4
Clc1ccc2ncnc(NCc3ccc4c(c3)OCO4)c2c1,-4&-3
O=C(O)C=Cc1ccc(Cn2ccnc2)cc1,-1
CC1(OC(=O)c2ccco2)C(=O)C=C2C=C(c3ccc(C#N)cc3)OC=C2C1=O (centres undefined),0

Reprinted from the part before: 7 compounds, followed by the next part.
molecule,Coupling enz
O=c1c(-c2ccccc2)nc2cnc(N3CCNCC3)nc2n1Cc1ccc(F)cc1,2
O=C(NCc1ccco1)O[C@@H]1C(=O)c2cc(Br)ccc2O[C@H]1c1ccc2c(c1)OCO2,0
COCCn1c(=O)c(CCc2ccccc2)nc2cnc(N(C)C)nc21,2
COc1cccc(Cn2c(=O)cnc3cnc(OC)nc32)c1,4
Clc1ccc2ncnc(NCc3ccc4c(c3)OCO4)c2c1,-4&-3
O=C(O)C=Cc1ccc(Cn2ccnc2)cc1,-1
CC1(OC(=O)c2ccco2)C(=O)C=C2C=C(c3ccc(C#N)cc3)OC=C2C1=O (centres undefined),0
Cc1cc2oc(=O)cc(-c3ccccc3)c2c(C)c1-c1cccc(N)c1,4
COc1ccc(-n2c(=O)c(-c3cn(C)c4ccccc34)nc3cnc(N4CCOCC4)nc32)cc1,-2
COc1cccc(Nc2ncc3ncc(=O)n(Cc4ccc(F)cc4)c3n2)c1,2
O=[N+]([O-])c1cccc(CN2C(COCc3ccccc3)CCC=CS2(=O)=O)c1 (centres undefined),0
COc1ccc(-c2nc3cnc(N(C)C)nc3n(CCc3ccccc3)c2=O)cc1,2
O=C(O)c1ccc2c(c1)OCO2,3
N#Cc1cccc(-c2nc(Nc3ccccc3)c3ccccc3n2)c1,-1
COCCN=C1OC(=O)N2C(=O)C3=C4C(C[C@H]5C(=O)N(CC(=O)OC)C(=O)[C@H]5[C@H]4[C@@]12Cc1ccccc1)[C@H]1C(=O)N(CC(=O)OC)C(=O)[C@H]1[C@H]3C (some centres undefined),0
NC[C@@H]1O[C@H](O[C@H]2[C@H](O)[C@@H](O[C@H]3[C@H](O)[C@H](N)C[C@H](N)[C@H]3O[C@@H]3O[C@H](CO)[C@@H](O)[C@H](O)[C@@H]3N)O[C@H]2CO)[C@@H](N)[C@H](O)[C@@H]1O,1
O=C(Cc1ccccc1Nc1c(Cl)cccc1Cl)OCO/N=[N+](\[O-])N1CCCC1,-25
C=CC[C@](C)(O)c1ccccc1,2
O=C1C2=CC[C@H]3C(=O)N(c4cccc(Oc5ccccc5)c4)C(=O)[C@@H]3[C@@H]2[C@H](O)[C@@H]2O[C@H]12,1
N=C(N)N,-5
O=C1[C@H]2[C@H]3[C@H](O)[C@H](O)C/C(=N/OCc4ccccc4)[C@@H]3CC[C@@H]2C(=O)N1c1cccc(Oc2ccccc2)c1,2
O=C(c1cccc(F)c1)N1CCC2(CC1)CCN(c1ncccn1)CC2,1
FC(F)(F)c1ccccc1-c1nccc(NCCN2CCOCC2)n1,-1
CS(=O)(=O)Nc1cccc(-c2cc(NCc3cccs3)ncn2)c1,1
COC(=O)N1CCC2(CCN(Cc3cc(C(F)(F)F)cc(C(F)(F)F)c3)CC2)CC1,0
COc1cccc(OC)c1-c1cc(C(=O)NC2(C(=O)O)C3CC4CC(C3)CC2C4)nn1-c1ccc(C(=O)N(C)CCCN(C)C)cc1C(C)C (centres undefined),8
C=CCC(C)(O)c1ccc(OC)cc1 (centres undefined),1
COc1ccc(-n2c(=O)c(-c3ccc(Cl)cc3)nc3cnc(N4CCOCC4)nc32)cc1,-3
C[C@@H]1CC[C@@]2(OC1)OC1CC3C4CC=C5CC(O)CCC5(C)C4CCC3(C)C1[C@@H]2C (some centres undefined),5
CN(C)c1ncc2nc(-c3cc(F)cc(F)c3)c(=O)n(C[C@H]3CCCO3)c2n1,1
CN(C)c1ncc2ncc(=O)n(Cc3ccc(F)cc3)c2n1,0
COCCn1cnc2c1-c1ccc(OC)c(c1)OC/C=C\COc1cccc-2c1,-4
O=C1CCCC=C1[C@H](O)CCCCBr,3
CCc1cc(C(C)=O)c(O)cc1OCCCCCC(C)(C)c1nn[nH]n1,17
COc1ccc(C2/C=C\CN(Cc3ccccc3)CC(=O)N2Cc2ccc(F)cc2)cc1 (centres undefined),-2
CC(C)CN1CC[C@@]2(CCCN(C(=O)c3cccc(F)c3)C2)C1,1
Cc1cnc(CNc2cc(-c3ccoc3)ncn2)cn1,-10

Continued:
molecule,Coupling enz
COCCn1c(=O)c(CCc2ccccc2)nc2cnc(Oc3ccc(OC)cc3)nc21,-1
O=c1c(-c2ccccc2)nc2cnc(Oc3ccccc3)nc2n1C[C@H]1CCCO1,6
COc1ccc(Oc2ncc3nc(-c4ccc(F)cc4)c(=O)n(C4CC4)c3n2)cc1,-11
COC(=O)NC(/C(C(=O)OC)=C(\C)NCc1ccccc1)c1ccc2ccccc2c1 (centres undefined),-14
C=C1CCN(C(C(=O)O)C(C)C)S(=O)(=O)c2ccccc21 (centres undefined),6
CCCCNC(=O)C(c1ccc(OCC(=O)OC)c(C(=O)OC)c1)N(CCc1ccccn1)C(=O)CCCCCN1C(=O)NC(c2ccc(-c3ccccc3)cc2)C(C(=O)OCc2ccccc2)=C1C (centres undefined),-4
CC1(C)CC23C(=O)CCC(O)C2(C)CCC13 (centres undefined),3
COC(=O)c1ccc(C(NC(=O)OCc2ccccc2)/C(=C/[C@@H](C)C(=O)N(C)Cc2ccccc2)c2cccnc2)cc1 (some centres undefined),1
COc1ccc(-c2cnc(-c3cccnc3)o2)cc1,-1
CC(C)C[C@@H](CC(=O)N[C@@H](CCC(=O)O)CC(=O)O)NC(=O)[C@@H]1CCCC[C@H]1NC(=O)C[C@@H](NC(=O)C[C@H](CO)NC(=O)[C@@H]1CNCC[C@H]1N)C(C)C,1
COc1ccc(C(=O)N2CCC3(CCCN(c4ncccn4)C3)CC2)cc1,4
N#CCCn1c(=O)cnc2cnc(OCc3ccccc3)nc21,0
C=CCSC[C@@H]1Nc2cc(Cl)c(S(N)(=O)=O)cc2S(=O)(=O)N1,-3
CCCC[C@H]1CCCO[C@@](C(=O)NCCN2CCOCC2)(C(F)(F)F)C1,3
COc1cccc([C@@H]2Oc3ccc(Br)cc3C[C@H]2OC(=O)Nc2cc(OC)c(OC)c(OC)c2)c1,4
CC(C)C[C@@H](CC(=O)N[C@H](CC(=O)N[C@@H]1CCNC[C@H]1C(=O)N[C@H](CC(=O)N[C@@H](CCC(=O)O)CC(=O)O)Cc1ccccc1)C(C)C)NC(=O)[C@@H]1CCCC[C@H]1N,1
C=CCC1(O)CCOc2ccccc21 (centres undefined),-2
CN1CCN(c2ncc3ncc(=O)n(C4CC4)c3n2)CC1,2
Cc1ccc(C(C)C)n1C(=O)OC(C)(C)C,1
N[C@]1(C(=O)O)CCc2cc(C(=O)O)ccc21,-5
COc1ccc(NC(=O)N2CCCC3(CCN(C(C)=O)CC3)C2)cc1,0
CCC/C=C1\CCCOC(C(=O)NCc2ccccc2)(C(F)(F)F)C1 (centres undefined),4
O=C1c2ccccc2CC[C@H]1CNCCc1ccc(O)cc1,1
CN1CCN(c2ncc3nc(-c4cn(C)c5ccccc45)c(=O)n(CCC#N)c3n2)CC1,-4
COc1ccc2c(c1)C(=O)[C@@H](OC(=O)NCc1ccco1)[C@H](c1ccc(OC)c(Br)c1)O2,1
CCOC(=O)C1=C(N)Oc2ccc(Br)cc2[C@@H]1[C@@H](C#N)C(=O)OCC,0
COC(=O)c1ccc(C(NC(=O)OCc2ccccc2)/C(=C/[C@@H](C)C(=O)NCc2ccc(OC)c(O)c2)c2cccnc2)cc1 (some centres undefined),-1
N#Cc1cccc(-c2cncnc2NCCc2cnc[nH]2)c1,0
COc1ccc(-c2nc(-c3ccccc3)oc2NC(C)C)cc1,4
CCC1=C(OC(=O)N(CC)CC)N2C(=O)OC(=NCCOC)[C@]2(C)[C@H]2C1=CC[C@H]1C(=O)N(CC)C(=O)[C@H]12,1

Four successive entries already listed, quoted:
molecule,Coupling enz
NC[C@@H]1O[C@H](O[C@H]2[C@H](O)[C@@H](O[C@H]3[C@H](O)[C@H](N)C[C@H](N)[C@H]3O[C@@H]3O[C@H](CO)[C@@H](O)[C@H](O)[C@@H]3N)O[C@H]2CO)[C@@H](N)[C@H](O)[C@@H]1O,1
O=C(Cc1ccccc1Nc1c(Cl)cccc1Cl)OCO/N=[N+](\[O-])N1CCCC1,-25
C=CC[C@](C)(O)c1ccccc1,2
O=C1C2=CC[C@H]3C(=O)N(c4cccc(Oc5ccccc5)c4)C(=O)[C@@H]3[C@@H]2[C@H](O)[C@@H]2O[C@H]12,1

Continued.
molecule,Coupling enz
COc1ccc2cccc(N3CCN(CCNC(=O)c4ccc(F)cc4)CC3)c2c1,1
N#CCCn1c(=O)cnc2cnc(Oc3cccc(Cl)c3)nc21,6
Cc1noc(C)c1C(=O)N1CCC[C@@]2(CCN(C(=O)Nc3cccc(F)c3)C2)C1,2
S=C(NCCCc1cnc[nH]1)NCCCN(Cc1ccc(Cl)c(Cl)c1)c1ccc(Br)cn1,-1
CS(=O)(=O)Nc1ccc([N+](=O)[O-])cc1OC1CCCCC1,7
COc1ccccc1CNc1nc(-c2ccc3c(c2)OCO3)nc2ccccc12,-1
COc1ccc(C(=O)N2CCC3(CC2)CN(c2ccccc2)C3)cc1,1
C=C1C(=O)[C@]23[C@H](O)[C@H]1CC[C@H]2[C@@]12COC3(O)[C@H](O)[C@@H]1C(C)(C)CC[C@@H]2O,3
COC/C=C/C1=CC2=CC(=O)C(C)(OC(=O)c3cccs3)C(=O)C2=CO1 (centres undefined),0
CN(C)C(=O)c1ccc(-c2nc(Nc3ccccc3)c3ccccc3n2)cc1,-5
COC(=O)C/C=C\[C@H](C)[C@H](CO)NS(=O)(=O)c1ccc(C)cc1,1
O=C(c1cccc(F)c1)N1CCC[C@@]2(CCN(c3cccc(-c4ccccc4)c3)C2)C1,-2
COc1cccc(CN2CC34CC(c5ccc(C(C)=O)cc5)C(CC3S2(=O)=O)O4)c1 (centres undefined),0
COc1cc2c(C(=O)c3ccccc3)c3c4c(cc(OC)c(OC)c4c2cc1OC)CCN3C,-14
COc1cc(/C=C(\C#N)C(N)=O)cc(CSc2nc3ccccc3s2)c1O,2
c1ccc(C(OC2CCCN(CCc3ccc4c(c3)OCO4)C2)c2ccccc2)cc1 (centres undefined),1
COc1ccc(C2=Nn3c(nnc3-c3ccccc3C)SC2)cc1OC,0
CNC1C(O)[C@@H]2OC(O[C@@H]3C(O)C(O)C(N)C[C@H]3N)C(N)C[C@H]2O[C@H]1O[C@@H]1OC(CO)C(N)C(O)C1O (some centres undefined),-1
COc1ccc(-c2nc3c(c4c2C[C@H](c2ccccc2)OC4)CN(S(=O)(=O)c2ccc(NC(C)=O)cc2)CC3)c(C)c1,3

Screens as filed in PubChem BioAssay.

These rows are one share of the data; the hit share may differ from the screen's.
